Assay outcomes from PubChem BioAssay.
hgDAF12 agonist – H. glycines DAF-12 receptor agonists, primary screen, cell-based, luminescence, HEK293, GAL4 fusion, UAS-luciferase; Nuclear hormone receptor DAF-12 (Heterodera glycines), GAL4 fusion; HEK293 GAL4-hgDAF12 UAS-luciferase reporter, agonist luminescence; normalized to butyrate control; activation, % at 6.8 µM; hit rate 1.8% among 370,000;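 active = activation above a cutoff set at the mean of all screened compounds plus 3 SD, cut at about 10% in these data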;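 also: 0% = DMSO wells and 100% = sodium butyrate wells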
DAX1 inh-1 – DAX1 (NR0B1) inhibitors, primary screen, cell-based, HEK293, Gal4-DAX1, luciferase luminescence. AID 504766, 2011. hit rate 0.99% among 340,000. inhibition, % at 6.75 µM. HEK293 Gal4-DAX1 luciferase reporter;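 active = inhibition above the mean over all tested compounds plus 3 SD, cut at about 4.2% in these data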;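 also: 0% = DAX1-transfected cells with DMSO and 100% = empty-vector control cells with DMSO; inhibition shows as a rise in luminescence from relieved DAX1 repression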
PLC-beta3 inh – human PLC-beta3 inhibitors, primary screen, biochemical, fluorescence; 1-phosphatidylinositol 4,5-bisphosphate phosphodiesterase beta-3 (Homo sapiens), Q01970; Purified PLC-beta3, fluorogenic substrate; inhibition, % at 12.2 µM; hit rate 0.18% among 370,000; AID 720704, 2013; in the data active = inhibition above about 11%;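 also: 0% = median of compound wells on plate and 100% = full blocker control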
GAA850 FXN act – FXN promoter activators, primary screen, cell-based, luciferase luminescence, HEK293 lucGAA850 | hit rate 0.56% among 360,000 | HEK293 lucGAA850 FXN promoter luciferase reporter, 24 h; percent of 10 µM SAHA response | activation, % at 6 µM;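 active = activation above the average of all compounds screened plus 3 SD, cutoff fixed separately per campaign, cut at about 7.5% in these data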;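 also: 0% = DMSO wells and 100% = 10 µM SAHA wells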
ssDAF12 agonist – S. stercoralis DAF-12 nuclear receptor activators, primary screen, cell-based, luminescence, HEK293, GRIP1 co-expression, lit1-tk-luc. Nuclear hormone receptor DAF-12 (Strongyloides stercoralis). HEK293 ssDAF-12/GRIP1 lit1-tk-luc reporter; % of 3 µM dafachronic acid response. activation, % at 6.8 µM. hit rate 1% among 370,000;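 active = activation above the mean over all tested compounds plus 3 SD, cut at about 0.9% in these data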;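 also: 0% = DMSO-only wells and 100% = 3 µM delta7-dafachronic acid wells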
SMARCA2 activ – SMARCA2 (BRM) function activators, primary screen, cell-based, luminescence, high throughput; activation, % at 9.1 µM; hit rate 1% among 370,000; MG213 cells, MMTV-luciferase reporter, dexamethasone, overnight; in the data active = activation above about 7.8%;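 also: 0% = vehicle wells and 100% = reference activator wells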
DAX1 inh-2 – DAX1 (NR0B1) inhibitors on StAR promoter, primary screen, cell-based, luminescence, SF-1 (NR5A1), full-length DAX-1 | AID 652010, 2013 | inhibition, % at 6.8 µM | hit rate 1.1% among 370,000 | HEK293T StAR-luciferase reporter, SF-1/DAX-1 repression relief;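 active = inhibition above the mean over all tested compounds plus 3 SD, cut at about 3.6% in these data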;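 also: 0% = DAX-1 cells with DMSO and 100% = cells lacking DAX-1 with DMSO; higher inhibition means more luminescence from relief of DAX-1 repression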
Rev-erbA mod – modulators of Rev-erb alpha DNA binding, primary screen, biochemical, FITC-DNA, fluorescence polarization, uHTS. Nuclear receptor subfamily 1 group D member 1 (Homo sapiens), P20393. Rev-erbα–FITC-DNA binding, 90 min. activity, % at 10 µM. hit rate 0.79% among 370,000. AID 1259318, 2017;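 active = activity above about 14%, limit read from the data; passing the limit was not always enough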;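 also: 0% = DMSO wells with 35 nM protein and 100% = DMSO wells with 750 nM protein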
HGIII-sPLA2 inh – human group III sPLA2 inhibitors, primary screen, biochemical, QFRET, BODIPY PC-A2 liposome substrate; inhibition, % at 12.2 µM; hit rate 0.56% among 370,000; QFRET BODIPY PC-A2 liposome hydrolysis, fluorescence;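 active = inhibition above mean plus 3 SD of compounds lying within the high and low control bounds, cut at about 19% in these data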;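 also: 0% = median of test compound wells and 100% = no enzyme DMSO wells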
Target sequence (Q9NZ20 whole entry, looked up): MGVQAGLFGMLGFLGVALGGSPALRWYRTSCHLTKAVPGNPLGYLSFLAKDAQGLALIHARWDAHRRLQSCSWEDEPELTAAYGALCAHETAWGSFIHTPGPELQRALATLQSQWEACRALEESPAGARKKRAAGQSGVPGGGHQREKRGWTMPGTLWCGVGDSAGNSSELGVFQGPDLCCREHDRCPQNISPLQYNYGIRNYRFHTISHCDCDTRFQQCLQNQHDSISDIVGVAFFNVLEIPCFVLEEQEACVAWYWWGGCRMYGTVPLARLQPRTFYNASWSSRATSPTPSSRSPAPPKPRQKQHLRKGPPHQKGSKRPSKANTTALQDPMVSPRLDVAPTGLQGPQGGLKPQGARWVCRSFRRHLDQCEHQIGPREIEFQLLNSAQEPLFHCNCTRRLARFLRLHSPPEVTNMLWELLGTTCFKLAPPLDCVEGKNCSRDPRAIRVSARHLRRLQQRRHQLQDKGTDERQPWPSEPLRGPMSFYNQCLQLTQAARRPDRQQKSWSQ
hcDAF12 agonist – H. contortus DAF-12 nuclear receptor activators, primary screen, cell-based, luminescence, HEK293, lit1-tk-luc reporter. AID 652067, 2013. hit rate 1.4% among 370,000. HEK293 hcDAF-12 lit1-tk-luc reporter; 0% DMSO, 100% Δ7-dafachronic acid. activation, % at 6.8 µM;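 active = activation above the mean of all tested compounds plus 3 SD, cut at about 5.5% in these data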;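 also: 100% = response to 3 µM Δ7-dafachronic acid high control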
PG9 binder – binders of HIV-1 gp120 antibody PG9, primary screen, biochemical, TR-FRET; HIV-1 gp120 / PG9 antibody interaction; AID 624416, 2012; inhibition, % at 6.7 µM; TR-FRET gp120-PG9 antibody binding; hit rate 0.43% among 360,000; in the data active = inhibition above about 8.5%
* marks the source's active call; other numbers are inactive results. A portion of the library. The share of hits here may be higher or lower than overall.

SMILES | hgDAF12 agonist | DAX1 inh-1 | PLC-beta3 inh | GAA850 FXN act | ssDAF12 agonist | SMARCA2 activ | DAX1 inh-2 | Rev-erbA mod | HGIII-sPLA2 inh | hcDAF12 agonist | PG9 binder
O=C(CCN1CCN(CCO)CC1)N1c2ccccc2Sc2ccc(C(F)(F)F)cc21 | -2.0 | 0.4 | 1 | -1.2 | -1.3 | -1 | -1.1 | -1 | 5 | -0.8 | -2.9
